Ins promoter up: MIN6 insulin promoter up-regulation; MIN6 insulin promoter-GFP reporter, high-content imaging; active compounds read high; z-score at 5 µM; 0.3% of 190,000 active; AID 1625;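 active = z-score above 3 at 5 µM with at least 500 cells counted in the well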
Dynein transport: blocks dynein driven cargo transport along microtubules; 0.47% of 220,000 active; z-score, hits read low; 3617.4 mouse cells, GR-EGFP nuclear translocation imaging; test concentration mostly 20 µM; stimulated with dexamethasone, 1 µM; active compounds read low;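 active = plate z-score of nuclear minus cytoplasmic receptor signal below a set negative limit, without overly bright fluorescence or cell loss, cut at about -3.5 in these data, passing the limit was not always enough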;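 note: z-score of nuclear minus cytoplasmic ring GR-EGFP intensity difference per well; some compounds called inactive have numbers as strong as hits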
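Buffer or medium: tet-free, stripped-serum medium; Also added: dexamethasone, 1.0 µM final; Technique: high-content fluorescence imaging after fixation; Times: 48 h induction, 1 h compound, 30 min dex at 37 °C; Read-out: per-cell GR-EGFP intensity, nucleus versus surrounding cytoplasmic ring, well-averaged.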
Salmonella PhoP GFP: PhoP-dependent GFP reporter repression – Salmonella Typhimurium, primary screen (AID 1863) | S. Typhimurium PhoP-regulated promoter GFP reporter, 4 h; higher % means a stronger effect | one-dose inhibition, % at 50 µM; IC50 in µM for titrated hits | 0.16% of 300,000 active;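 active = inhibition over 29.93%, a cutoff 3 SD above the screen mean, later confirmed by dose response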;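 note: 0% = low Mg2+ inducing control and 100% = high Mg2+ repressing control; strong numbers were not always called active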
MT stabilize HCS: microtubule stabilization, imaging screen; HeLa tubulin immunostaining HCS, 24 h; share of cells brighter than vehicle mean+2SD; % tubulin-high responders, % at 10 µM; 0.83% of 200,000 active; AID 2205;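 active = plate Z-score above 3 for both tubulin-high and condensed-nucleus cell shares, with cell loss under 80%, at 10 µM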;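 note: anti alpha tubulin signal scored within the nucleus-defined area of each cell; some results filed as inactive read as strong as hits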
Hep lipid drop: hepatic lipid droplet formation modulation. AML12 mouse hepatocytes, oleate lipid droplets, BODIPY imaging. inhibition, % at 6.5 µM. 0.4% of 240,000 active. AID 1656;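 active = lipid droplet intensity inhibited by at least 50%, with more than 500 cells counted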
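Material: mouse AML12 hepatocyte cell line, fixed after treatment; Timing: compound with oleate, overnight; Technique: high-content imaging of BODIPY-stained droplets and DAPI nuclei; Probe or stimulus: oleate, 100 µM final; Dosing: compound at 6.5 µM only.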
b-catenin transl: beta-catenin nuclear translocation modulation | HeLa beta-catenin nuclear translocation, immunofluorescence imaging | nuclear translocation activity, % at 5 µM | 0.3% of 190,000 active | AID 1665;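 active = nuclear translocation activity above 50% at 5 µM, with a well cell count of 50 or more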;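 note: per-cell ratio of nuclear to cytoplasmic median beta-catenin stain intensity; plate controls were DMSO negative control for no effect and GSK-3 inhibitor IX positive control for full effect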
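System: Human HeLa cells, endogenous beta-catenin | Compound dosing: 5 µM primary, 0.02–20 µM confirmation | Timing: 24 h compound exposure at 37°C, 5% CO2 | Measured by: Fluorescence imaging of beta-catenin antibody stain plus DAPI | Read-out basis: % activation of per-cell nuclear versus cytoplasmic median beta-catenin signal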
CSM14.1 death rescue: protection against thapsigargin-triggered cell killing – 384-well, CSM14.1, ATP luminescence, primary screen (AID 1222). CSM14.1 thapsigargin-induced death rescue, ATP luminescence; higher % means a stronger effect. one-dose cellular ATP content (survival), % at 20 µM; EC50 in µM for titrated hits. 190,000 tested, under 10 active;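 active = EC50 below 50 µM in the dose-response confirmation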;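 note: death triggered by thapsigargin at about 15 µM added after 2 h compound pretreatment; cell ATP read after overnight thapsigargin exposure of roughly 18 to 22 hours; normalized against plate controls of thapsigargin alone and 5% DMSO vehicle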
Autophagy mod: alters autophagy in cells; 0.98% of 190,000 active; MEF GFP-LC3 puncta imaging; test concentration mostly 10 µM; calls only at 10 µM (by protocol); AID 463193;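 active = percentage of spot-positive cells more than 3 SD above its plate mean, without a fluorescence outlier flag or 80% toxicity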;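 note: spot-positive cell cutoff set from DMSO-treated cells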
T cell HTS: modulates CD8 T cell binding to vesicles | 0.068% of 330,000 active | calls only at 7 µM | 2C CD8+ T cell-vesicle binding, flow cytometry; active compounds read low;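 active = response, share of CD8 T cells binding vesicles, and their 90th percentile fluorescence all below set limits, cut at about 80% in these data, passing the limit was not always enough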
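Read-out – percent CD8+ FL2 mean versus row control · System – murine 2C transgenic CD8+ T lymphocytes · Times – 1.5 h cell–vesicle binding at 37 °C, then 20 min icy labelling · Control set – naked vesicles low, QL9 vesicles with vehicle high · Detection – cytometric PE anti-B7-1 and Alexa647 anti-CD8 signals after 1% paraformaldehyde fixation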
Dynein transport cytoplasmic EGFP: second read-out of Dynein transport, no call of its own (marks repeat the call); z-score; measured here: cytoplasmic GR-EGFP intensity; active compounds read high
Dynein transport nuclear GR-EGFP: recorded beside Dynein transport, whose call it bears; z-score; measured here: nuclear GR-EGFP intensity;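 lower value marks the stronger effect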
Dynein transport cell count: second read-out of Dynein transport, no call of its own (marks repeat the call); z-score; measured here: cell count per field
Ins promoter up cell count: second read-out of Ins promoter up, no call of its own (marks repeat the call); cell count; measured here: cytotoxicity, nuclei count;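 total cells summed across four imaged fields per well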
Hep lipid drop cells 6.5 µM: further read-out of Hep lipid drop, marked with its call; cell count; measured here: cell count, cytotoxicity flag;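 cells counted across two imaged fields per well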
b-catenin transl cell count 5 µM: recorded beside b-catenin transl, whose call it bears; cell count; measured here: cell count, cytotoxicity flag
T cell HTS vesicle-bound %: also measured in T cell HTS; calls as there; double positive events, %; measured here: CD8+ vesicle-bound cell fraction;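 binding gate set so that unloaded-vesicle control wells show 10% double positive cells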
MT stabilize HCS Hoechst-high %: also measured in MT stabilize HCS; calls as there; % Hoechst-high responders; measured here: nuclear condensation Hoechst responders;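 share of cells brighter than vehicle mean plus two SD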
MT stabilize HCS cytotoxicity %: second read-out of MT stabilize HCS, no call of its own (marks repeat the call); toxicity, %; measured here: cytotoxicity by cell density;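 0% = mean cell density of plate MIN control wells and 100% = no cells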
Autophagy mod cell loss 18 h: recorded beside Autophagy mod, whose call it bears; toxicity, %; measured here: cell loss, nuclei count;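 cell loss after 18 h compound exposure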
* marks the source's active call; other numbers are inactive results; i = inactive; . = not tested or not shown; & = joins results of further samples.

SMILES | Ins promoter up | Ins promoter up cell count | Dynein transport | Dynein transport cytoplasmic EGFP | Dynein transport nuclear GR-EGFP | Dynein transport cell count | Salmonella PhoP GFP | MT stabilize HCS | MT stabilize HCS Hoechst-high % | MT stabilize HCS cytotoxicity % | Hep lipid drop | Hep lipid drop cells 6.5 µM | b-catenin transl | b-catenin transl cell count 5 µM | CSM14.1 death rescue | Autophagy mod | Autophagy mod cell loss 18 h | T cell HTS | T cell HTS vesicle-bound %
CCOC(=O)c1cc(C#N)c(Oc2ccc(F)cc2)nc1-c1ccccc1 | 0.46 | 1407 | 0.21 | -0.19 | 0.35 | -0.72 | -7% | 1.9 | 1.2 | 13 | . | . | 0.5 | 1445 | 2.8% | i | 3 | i | 58
CNC(C)c1cc(OC)ccc1OC (stereo unspecified) | -0.21 | 1553 | -0.65 | -0.29 | -1.1 | 0.72 | 2% | 4.1 | 1.6 | 2.4 | . | . | 0.3 | 1346 | 1.7% | i | 0 | i | 24
O=C(CN1CCNCC1)NCCSc1ccc(Cl)cc1 | 0.31 | 1520 | 0.8 | -0.33 | 0.22 | -0.5 | -5% | 1.1 | 3.9 | 9.7 | 4 | 696 | 4.2 | 856 | -0.8% | i | -4 | i | 65
N#Cc1ccccc1Sc1ccccc1C(=O)OCC(=O)N1CCN(C(=O)c2ccco2)CC1 | 1 | 904 | -0.44 | -0.17 | 0.22 | 0.43 | -8% | 4.1 | 2.3 | 4.9 | . | . | -1.1 | 1173 | 1.8% | i | -6 | i | 29
Nc1nonc1N/N=C\c1ccccc1 | -0.13 | 1048 | -0.59 | -0.2 | -0.34 | 0.16 | -13% | . | . | . | 5 | 714 | 3.5 | 1065 | . | . | . | i | 25
Cc1ccc(OCC(=O)N/N=C/c2ccncc2)cc1 | . | . | -0.97 | -0.039 | -0.2 | -0.016 | -3% | 2.5 | 1.3 | 8.7 | . | . | . | . | -2.5% | i | -31 | i | 58
Cc1onc(-c2ccccc2Cl)c1C(=O)OCC(=O)Nc1cccc(S(=O)(=O)N(C)C)c1 | -0.49 | 1160 | -0.64 | -0.19 | -0.02 | 0.7 | -5% | 4.2 | 3.2 | 6.3 | -1 | 696 | -0.4 | 1010 | 1.3% | i | -8 | i | 38
CCOc1ccccc1CN(Cc1ccco1)S(=O)(=O)c1ccc(-n2cnnn2)c(OC)c1 | 0.04 | 1170 | 0.21 | -0.28 | 0.59 | 1 | 14% | 41* | 16* | 54* | -2 | 693 | -0.7 | 1030 | . | i | 24 | . | .
O=C(NCc1ccco1)c1cnn2c(C(F)(F)F)cc(-c3cccs3)nc12 | -2 | 1095 | 0.71 | 0.068 | 1.1 | -2.3 | 15% | 4.2 | 2.1 | 11 | . | . | -1.6 | 923 | 5.2% | i | 9 | i | 50
O=C(CN1C(=O)c2cccc3cccc1c23)NCC1CCCO1 (stereo unspecified) | 0.01 | 1139 | 0.72 | -0.26 | 0.29 | 0.31 | -1% | 4.4 | 2.6 | 4.0 | . | . | -2.2 | 899 | -1.0% | i | -8 | i | 57
O=C(c1ccc(F)cc1)c1c[nH]c(C(=O)NCc2cccnc2)c1 | -0.07 | 1891 | -0.33 | -0.21 | 0.19 | 0.31 | 0% | 2.4 | 2.4 | 7.5 | 8 | 690 | -1.4 | 1008 | -2.3% | i | -20 | i | 27
CCOC(=O)N1CCN(CC(O)c2ccc3c(c2)CCN3)CC1 (stereo unspecified) | -0.33 | 1101 | 0.1 | -0.17 | 0.24 | -0.025 | -5% | 3.2 | 3.2 | 12 | . | . | 5.6 | 1327 | -1.4% | i | 3 | i | 27
CCOc1cc(C(=O)NCCc2ccc(S(N)(=O)=O)cc2)cc(OCC)c1OCC | 1.7 | 1129 | 0.96 | -0.2 | 0.36 | -0.19 | -3% | . | . | . | -37 | 762 | -1.9 | 1449 | . | . | . | i | 24
CCn1c(-c2cc(-c3cc(OC)ccc3OC)nc3ccccc23)n[nH]c1=S | . | . | 1.5 | -0.24 | 1 | -0.62 | 4% | 1.9 | 1.3 | 8.1 | -18 | 737 | -10 | 1250 | 1.0% | i | 1 | i | 25
O=C(CCCOc1ccccc1)Nc1cccc(C(=O)O)c1 | 0.11 | 910 | 0.052 | -0.22 | -0.17 | 0.43 | 3% | 1.4 | 1.0 | 2.1 | 8 | 733 | -4.2 | 1231 | -0.8% | i | 5 | i | 28
COc1ccc2[nH]c3c(=O)n(CCCCC(=O)NCCN4CCCC4)c(=S)[nH]c3c2c1 | 0.26 | 859 | -0.44 | -0.2 | -0.061 | 0.37 | -10% | 2.0 | 1.9 | 7.5 | 10 | 737 | . | . | -1.6% | i | -24 | i | 55
C/C(=N\NC(=O)c1cccc(F)c1)c1ccc(Br)s1 | -0.52 | 1548 | 0.36 | -0.2 | -0.015 | 0.011 | 6% | 34* | 18* | 42* | . | . | 22 | 1170 | -2.0% | i | 1 | i | 57
Cc1ccc(NC(=O)CCC(=O)NNC(=O)c2ccccc2Cl)c(C)c1 | 2.3 | 955 | -0.067 | -0.31 | 0.56 | 0.00066 | -8% | 6.5 | 3.1 | 7.1 | -22 | 709 | 2.4 | 1020 | -1.1% | i | -12 | i | 44
COc1ccc(CCNC(=O)/C(C#N)=C/c2cccc(OCc3ccccc3)c2)cc1OC | 0.7 | 1423 | 0.33 | -0.18 | 0.3 | -0.96 | -13% | 2.4 | 2.1 | 6.8 | 4 | 757 | -3.3 | 543 | 0.1% | i | 4 | i | 34
O=C1CCCC/C1=C\Nc1ccccc1C(=O)O | 0.04 | 1196 | -0.55 | 0.063 | 0.3 | -1.1 | 15% | 2.7 | 3.3 | 11 | . | . | -1.4 | 1154 | -0.4% | i | 7 | i | 12
N/C(=N\OC(=O)c1cccc([N+](=O)[O-])c1)c1ccccn1 | 0.56 | 1021 | -0.66 | -0.054 | -0.48 | -0.21 | 3% | 1.3 | 2.7 | 5.4 | 6 | 669 | 1.3 | 1109 | 0.1% | i | -8 | i | 66
CN(C)S(=O)(=O)N(CC(=O)Nc1cccc(F)c1)c1ccccc1 | . | . | -0.024 | -0.24 | -0.042 | 0.6 | 1% | 3.8 | 2.9 | 4.8 | 6 | 859 | . | . | -0.1% | i | -1 | i | 35
O=C(CCNC(=O)Cn1cnc2ccccc2c1=O)NCCC1=CCCCC1 | 1 | 1327 | -0.4 | -0.25 | -0.0042 | 2.9 | 1% | 3.2 | 2.6 | 9.2 | -1 | 751 | 0.1 | 1015 | -1.8% | i | 8 | i | 38
O=C(NN=C1CCCCCCCCCCC1)c1cccc(S(=O)(=O)N2CCOCC2)c1 | 0.31 | 1351 | 0.99 | -0.11 | 0.3 | -0.91 | -7% | 2.3 | 4.5 | 12 | -2 | 630 | -1.7 | 510 | 1.2% | i | -13 | i | 42
CC1(C)OC(=O)N(Cc2ccco2)C1(C)O (stereo unspecified) | 2.6 | 1610 | 0.26 | -0.33 | 0.25 | 0.29 | -7% | 4.5 | 3.6 | 7.8 | . | . | -0.2 | 1431 | 2.1% | i | 11 | i | 13
CC1CCC2(CC1)NC(=S)N(c1ccccc1)N2 (stereo unspecified) | 0.63 | 887 | -1 | -0.47 | -0.68 | 0.32 | -2% | 0.7 | 0.7 | 1.6 | 4 | 759 | . | . | -2.0% | i | 1 | i | 30
O=C(Nc1ccccc1Oc1ccccc1)c1cccc([N+](=O)[O-])c1 | 0.13 | 1450 | -0.45 | -0.12 | -0.31 | 0.025 | 12% | 1.9 | 1.1 | 4.4 | . | . | -0.9 | 1424 | -2.6% | i | 3 | i | 20
Cn1c(=O)c2c(nc(Oc3ccccc3)n2C)n(C)c1=O | -0.08&-0.24 | 1386&836 | -0.11&-0.15 | -0.15&-0.25 | -0.06&-0.12 | 0.0033&0.26 | 0%&0% | 2.6 | 2.2 | 3.8 | 1&13 | 682&783 | -0.7&-0.7 | 1192&1143 | -1.1% | i | 0 | i | 21
Cc1cccn2c(=O)c3cc(S(=O)(=O)c4ccccc4)c(=N)n(Cc4ccco4)c3nc12 | -0.26 | 1043 | -1.3 | 0.044 | -0.89 | -0.54 | 7% | 2.6 | 3.5 | 6.4 | -11 | 718 | 0.0 | 1570 | 1.6% | i | -12 | i | 23

One compound at a time (already shown). Values in the order: Ins promoter up, Ins promoter up cell count, Dynein transport, Dynein transport cytoplasmic EGFP, Dynein transport nuclear GR-EGFP, Dynein transport cell count, Salmonella PhoP GFP, MT stabilize HCS, MT stabilize HCS Hoechst-high %, MT stabilize HCS cytotoxicity %, Hep lipid drop, Hep lipid drop cells 6.5 µM, b-catenin transl, b-catenin transl cell count 5 µM, CSM14.1 death rescue, Autophagy mod, Autophagy mod cell loss 18 h, T cell HTS, T cell HTS vesicle-bound %
CC1CCC2(CC1)NC(=S)N(c1ccccc1)N2 (stereo unspecified) is listed with 0.63, 887, -1, -0.47, -0.68, 0.32, -2%, 0.7, 0.7, 1.6, 4, 759, ., ., -2.0%, i, 1, i, 30
O=C1CCCC/C1=C\Nc1ccccc1C(=O)O is listed with 0.04, 1196, -0.55, 0.063, 0.3, -1.1, 15%, 2.7, 3.3, 11, ., ., -1.4, 1154, -0.4%, i, 7, i, 12

Compound activity deposited in PubChem BioAssay by several laboratories.
